# High-throughput results (PubChem)
# UBC9 SUMO inh: SUMOylation inhibition. P63279. inhibition, % at 35 µM. HTRF SUMOylation assay, SAE1/SAE2 + UBC9, in vitro. hit rate 0.36% among 290,000; in the data active means inhibition above about 50%, passing the limit was not always enough; further: strong numbers were not always called active
# VIM-2 inh: blocks Pseudomonas aeruginosa VIM-2 metallo-beta-lactamase; purified VIM-2, nitrocefin hydrolysis, epi-absorbance fluorescence; inhibition, % at 5.6 µM; hit rate 0.89% among 290,000;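 active means inhibition above the mean of all tested compounds plus 3 SD, cutoff set per screening run, cut at about 7.5% in these data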;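 further: red hydrolysis product quenches plate fluorescence so inhibitors raise well fluorescence; 0% = enzyme with DMSO and 100% = DMSO without enzyme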
# IMP-1 inhibitor: inhibitors of Pseudomonas aeruginosa IMP-1 metallo-beta-lactamase | purified IMP-1, nitrocefin hydrolysis, epi-absorbance fluorescence | inhibition, % at 5.6 µM | hit rate 0.45% among 290,000;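 active means inhibition above the mean plus 3 SD of all compounds in the same screening run, cut at about 4.5% in these data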;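 further: 0% = IMP-1 with DMSO and 100% = DMSO wells lacking enzyme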
#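 System: purified IMP-1 / Input: IMP-1 dispensed at 0.2 nM / Medium: 50 mM HEPES pH 7.1, 50 µM ZnSO4, 0.05% Brij 35 / Timing: 15 min enzyme–compound preincubation, then 25 min nitrocefin reaction, 25 °C / Technique: plate fluorescence quenching by hydrolysis product, ex 480/em 530 nm / Repeats: singlicate testing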
# MEKK3 PB1 HTS: raises or lowers MEK5 binding to the human MEKK3 PB1 domain; hit rate 1.4% among 290,000; AID 1529; Q99759; bead-based flow cytometry, Alexa488-MEK5 binding to MEKK3; actives lie on both sides; 0 = blocked by unlabeled MEK5, 100 = vehicle; binding response (% of control), % at 10 µM;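 active means binding response more than 3 SD above or below the average of its plate-row segment, actives on both sides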;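 further: Alexa488 bead fluorescence after subtracting the streptavidin-only scavenger bead signal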
# pCIP destab: lowers stability of the mouse p/CIP coactivator protein. Q05BA5. hit rate 0.01% among 290,000. F442A p/CIP-EGFP cells, EGFP fluorescence, 16 h. decrease of EGFP signal, % at 10 µM;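 active means EGFP signal decrease of at least 30% at 10 µM or well 3 SD below plate mean, unless failing retest; inactive means the rest, including hits failing retest or dose response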; further: some compounds called inactive have numbers as strong as hits; many of its hits are not listed in these tables
# Target sequence (Q05BA5 1-1403): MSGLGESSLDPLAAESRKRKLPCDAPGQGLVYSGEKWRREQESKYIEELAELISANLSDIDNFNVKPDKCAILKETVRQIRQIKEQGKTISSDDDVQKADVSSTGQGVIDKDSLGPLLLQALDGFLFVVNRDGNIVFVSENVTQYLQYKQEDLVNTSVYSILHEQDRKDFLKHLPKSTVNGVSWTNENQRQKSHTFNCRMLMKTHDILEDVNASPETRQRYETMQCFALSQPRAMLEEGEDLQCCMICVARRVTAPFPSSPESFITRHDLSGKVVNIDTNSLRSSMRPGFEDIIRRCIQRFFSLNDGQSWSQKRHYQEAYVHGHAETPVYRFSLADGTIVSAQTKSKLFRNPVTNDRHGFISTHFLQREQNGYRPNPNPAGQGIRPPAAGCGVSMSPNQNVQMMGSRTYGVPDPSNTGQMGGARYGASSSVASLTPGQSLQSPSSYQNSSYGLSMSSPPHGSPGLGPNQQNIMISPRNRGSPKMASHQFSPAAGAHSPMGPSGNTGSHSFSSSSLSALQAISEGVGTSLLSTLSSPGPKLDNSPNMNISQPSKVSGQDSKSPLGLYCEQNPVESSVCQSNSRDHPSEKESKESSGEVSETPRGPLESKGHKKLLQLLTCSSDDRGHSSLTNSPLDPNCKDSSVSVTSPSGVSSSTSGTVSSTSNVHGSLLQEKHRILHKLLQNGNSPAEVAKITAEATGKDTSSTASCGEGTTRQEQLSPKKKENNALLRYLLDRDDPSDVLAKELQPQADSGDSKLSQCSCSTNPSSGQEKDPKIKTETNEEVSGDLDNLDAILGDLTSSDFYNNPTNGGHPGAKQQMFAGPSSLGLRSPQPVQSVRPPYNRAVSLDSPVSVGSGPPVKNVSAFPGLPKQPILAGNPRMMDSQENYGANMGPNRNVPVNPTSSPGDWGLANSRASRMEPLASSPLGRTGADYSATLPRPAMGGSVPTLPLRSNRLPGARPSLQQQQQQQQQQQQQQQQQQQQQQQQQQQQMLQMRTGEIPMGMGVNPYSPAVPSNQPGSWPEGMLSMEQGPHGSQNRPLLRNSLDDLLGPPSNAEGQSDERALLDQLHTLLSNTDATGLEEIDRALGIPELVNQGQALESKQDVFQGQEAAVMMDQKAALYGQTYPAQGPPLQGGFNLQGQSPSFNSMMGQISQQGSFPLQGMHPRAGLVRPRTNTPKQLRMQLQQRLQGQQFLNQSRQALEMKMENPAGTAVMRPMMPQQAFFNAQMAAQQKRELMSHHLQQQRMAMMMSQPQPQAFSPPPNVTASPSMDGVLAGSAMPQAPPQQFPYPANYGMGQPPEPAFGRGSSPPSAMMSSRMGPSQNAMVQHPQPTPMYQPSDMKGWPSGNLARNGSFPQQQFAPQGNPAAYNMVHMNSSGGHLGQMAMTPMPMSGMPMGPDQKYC
# IDE act: activators of human insulin-degrading enzyme in cells; HEK cells, FAbeta-B cleavage, fluorescence polarization; 0% vehicle, 100% cell-free pure enzyme wells; hit rate 0.073% among 340,000; AID 493087; activation, % at 5.96 µM;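 active means activation above the mean of all tested compounds plus 3 SD, set per screening campaign, cut at about 17% in these data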
# FID counter: fluorescent intercalator displacement, NS3 helicase counter-screen; DNA fluorescent intercalator displacement, fluorescence; inhibition, % at 7.9 µM; hit rate 0.17% among 290,000; AID 1845; in the data active means inhibition above about 37%;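 further: 0% = vehicle and 100% = reference compound; higher means more ethidium bromide displaced from hairpin DNA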
# NS3 helicase inh: HCV NS3 helicase inhibition. NS3 helicase DNA unwinding, Cy5 molecular beacon fluorescence. inhibition, % at 10.9 µM. hit rate 0.56% among 290,000. AID 1800;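 active means inhibition above the mean of all tested compounds plus 3 SD, set per campaign, cut at about 35% in these data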;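 further: 0% = DMSO wells and 100% = thioflavine S control wells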
#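 System: Hepatitis C virus NS3 helicase domain fragment enzyme | Reagent: Annealed dual-labelled DNA beacon duplex, ATP-started | Compound dosing: 10.9 µM single point, 0.8% DMSO | Incubation: 1 h reaction at 25 °C, ATP-initiated | Technique: Cy5 fluorescence | Evaluation: Percent inhibition from t60/t0 fluorescence ratio | Benchmarks: Low DMSO, high thioflavine S at 110 µM | Replication: Singlicate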
# PHOSPHO1 block: blocks human PHOSPHO1 phosphatase activity | Q8TCT1 | recombinant PHOSPHO1, absorbance phosphatase assay | inhibition, % at 13.3 µM | hit rate 1.1% among 290,000; in the data active means inhibition above about 60%
# Starred values were filed as active, the others as inactive; x = no result given. Not all compounds are listed; the hit share may differ from the screen's.
# Start of the listing, in advance (3 entries):
# Values run as follows: UBC9 SUMO inh, VIM-2 inh, IMP-1 inhibitor, MEKK3 PB1 HTS, pCIP destab, IDE act, FID counter, NS3 helicase inh, PHOSPHO1 block
- Cc1cccc(OCCC(=O)Nc2ccc(C)c(S(=O)(=O)N3CCCCC3)c2)c1
  -23, -0.6, -2.5, 118, -2, -6, -22, 3, 14
- O=C(/C=C\c1ccc2c(c1)OCO2)NC1(C(=O)Nc2ccc3c(c2)OCCO3)CCCCC1
  18, -2.5, -4.2, 105, -4, 3, -16, -1, -32
- O=C(Nc1ccccc1Cl)c1cc[n+](Cc2ccc([N+](=O)[O-])cc2)cc1
  -6, -4.6, -2.3, 101, -6, 4, 16, 6, 13

# Results, from the first entry:
# Values run as follows: UBC9 SUMO inh, VIM-2 inh, IMP-1 inhibitor, MEKK3 PB1 HTS, pCIP destab, IDE act, FID counter, NS3 helicase inh, PHOSPHO1 block
- Cc1cccc(OCCC(=O)Nc2ccc(C)c(S(=O)(=O)N3CCCCC3)c2)c1
  -23, -0.6, -2.5, 118, -2, -6, -22, 3, 14
- O=C(/C=C\c1ccc2c(c1)OCO2)NC1(C(=O)Nc2ccc3c(c2)OCCO3)CCCCC1
  18, -2.5, -4.2, 105, -4, 3, -16, -1, -32
- O=C(Nc1ccccc1Cl)c1cc[n+](Cc2ccc([N+](=O)[O-])cc2)cc1
  -6, -4.6, -2.3, 101, -6, 4, 16, 6, 13
- Cn1c(-c2ccc(-c3ccccc3)cc2)c[nH]c1=S
  35, -1.4, -3.5, 106, -4, -2, -15, 14, 95*
- O=C(NCc1ccccn1)NC1CCCCC1
  1, 0.3, -4.5, 103, -3, 0, -5, -7, 3
- CCc1ccc(NC(=O)Cc2cn(C)c3ccccc23)cc1
  -4, -3.9, -3.3, 104, 23, 1, -14, 3, 20
- Clc1ccc(CNc2cnccn2)cc1
  10, -6.1, -4.8, 108, 2, -5, 5, 3, -20
- Cc1cc2c(c(=O)n1CCN(C)C)C(c1ccc(Cl)cc1)C(C#N)=C(N)O2 (stereo not given)
  8, -3.9, -1.6, 99, -9, 3, 1, -2, -16
- COc1ccc(-c2[nH]nc3oc(=O)cc(C)c23)cc1
  48, 2.4, -2.1, 96, -1, 2, -4, 1, -12
- Cc1ccsc1/C=C(\C#N)C(=O)Nc1c(C)n(C)n(-c2ccccc2)c1=O
  7, -1.8, -1.9, 109, -11, 4, -5, 4, -16
- CCOC(=O)NCc1ccc2c(c1)OCO2
  0, -3.2, -5.8, 109, 6, 12, -2, 11, -11
- Cn1c(=O)c2c(n(Cc3ccccc3)c1=O)NC(=O)C2CC(=O)N1CCc2ccccc2C1 (stereo not given)
  -7, -3.9, -3.3, 91, -6, 0, -36, 20, 3
- N/C(=N\OC(=O)COc1ccccc1)c1ccccn1
  1, -2.5, -2.6, 92, 0, 2, -4, -4, -10
- COc1ccc(O)c(CN2CCCC(C(=O)Nc3cccc(-n4cccn4)c3)C2)c1 (stereo not given)
  -1, -4.2, -4.8, 103, -13, -1, 10, -8, -26
- O=C(NNS(=O)(=O)c1ccc(Cl)cc1)C1CCN(Cc2ccccc2)CC1
  26, -0.2, -2.6, 98, -17, 2, 4, 2, -4
- FC(F)(F)c1nnc(-c2ccccc2)nc1Oc1ccccc1
  -9, -1.9, -3.7, 105, -1, 0, 1, -5, -9
- O=C(Oc1cccc(NC(=O)c2ccco2)c1)c1cccc(S(=O)(=O)N2CCCC2)c1
  -3, -4.3, -1.4, 93, 8, 2, -26, -8, 16
- S=C(NCCCN1CCOCC1)N1CCN(c2nc(-c3ccc(Cl)cc3)cs2)CC1
  -7, -0.3, -1.8, 109, -7, -14, 11, -81, -9
- COc1ccc(C(=O)N2c3ccc(F)cc3CCC2C)cc1OC (stereo not given)
  -3, 0.1, -2.8, 107, -2, 1, -31, -7, 28
- Cc1c(NC(=O)c2ccc(N3CCCC3)c([N+](=O)[O-])c2)cccc1-c1nc2ccccc2s1
  -6, 1.9, -0.9, 101, -5, 5, -4, 7, 10
- CCCCn1c(SCc2ccccn2)nc2c1c(=O)n(C)c(=O)n2C
  7, -4.4, -1.7, 88, -15, 1, -30, 18, -6
- Cc1ccccc1NC(=S)N(CCCN1CCC(C)CC1)Cc1ccco1
  -2, -3.3, -3.3, 100, 10, 7, 0, 5, -18
- CN1/C(=C\C(=O)c2cccs2)C(C)(C)c2ccccc21
  1, -0.8, -1.5, 105, -4, 0, -15, -3, -2
- Cc1nc2c(c(C)c1C#N)C(=O)c1ccccc1-2
  7, -1.6, -1.3, 106, 6, -1, 3, -1, -13
- CCOc1ccccc1NC(=O)CSc1c(C)n[nH]c1C
  -8, -1.2, -2.4, 105, 0, 5, -5, -6, 6
- COCCNc1c(-c2ccc(OC)cc2)nc2ccc(Cl)cn12
  20, -0.3, -2.0, 95, -11, 4, -11, -8, 37
- OCCNc1nc(Nc2ccc(Cl)c(Cl)c2)nc2ccccc12
  8, 0.1, -2.6, 111, -2, -1, 41*, -70, 24
- O=C(CSc1cccc[n+]1[O-])Nc1cc2c(cc1Cl)C(=O)c1ccccc1C2=O
  12, -0.9, -1.4, 88, -1, 2, 3, -5, 36
- Cc1cc([N+](=O)[O-])c2c(c1C)C1C=CCC1C(c1ccccn1)N2 (stereo not given)
  5, 0.5, 5.9*, 92, -7, x, -5, 13, 17
- COc1cccc(COc2ncnc3sccc23)c1
  8, -2.8, -3.5, 103, -4, -4, -1, 7, 28

# Quoted at random: 6 records from the list.
# Values run as follows: UBC9 SUMO inh, VIM-2 inh, IMP-1 inhibitor, MEKK3 PB1 HTS, pCIP destab, IDE act, FID counter, NS3 helicase inh, PHOSPHO1 block
- CCCCn1c(SCc2ccccn2)nc2c1c(=O)n(C)c(=O)n2C
  7, -4.4, -1.7, 88, -15, 1, -30, 18, -6
- Cc1nc2c(c(C)c1C#N)C(=O)c1ccccc1-2
  7, -1.6, -1.3, 106, 6, -1, 3, -1, -13
- Cc1ccccc1NC(=S)N(CCCN1CCC(C)CC1)Cc1ccco1
  -2, -3.3, -3.3, 100, 10, 7, 0, 5, -18
- OCCNc1nc(Nc2ccc(Cl)c(Cl)c2)nc2ccccc12
  8, 0.1, -2.6, 111, -2, -1, 41*, -70, 24
- CN1/C(=C\C(=O)c2cccs2)C(C)(C)c2ccccc21
  1, -0.8, -1.5, 105, -4, 0, -15, -3, -2
- COc1cccc(COc2ncnc3sccc23)c1
  8, -2.8, -3.5, 103, -4, -4, -1, 7, 28

# Continued.
# Values run as follows: UBC9 SUMO inh, VIM-2 inh, IMP-1 inhibitor, MEKK3 PB1 HTS, pCIP destab, IDE act, FID counter, NS3 helicase inh, PHOSPHO1 block
- Cc1[nH]n(-c2ccccc2)c(=O)c1C(=O)c1ccccc1
  4, -1.7, -3.9, 83, 4, 3, -2, -6, 8
- Cc1ccc(S(=O)(=O)N2CCN(C3CC(=O)N(CCc4ccccc4)C3=O)CC2)cc1C (stereo not given)
  5, -1.0, -2.8, 96, -8, -2, -13, -7, -4
- CC(=O)c1cccc(NS(=O)(=O)c2c(C)n[nH]c2C)c1
  7, -2.5, -3.3, 93, -5, -5, -4, 8, -3
- O=C(/C=C/Sc1ccc(C(F)(F)F)cn1)c1ccccc1
  14, -3.8, -3.4, 90, -17, 5, -2, 7, 18
- CCCc1nn(CCc2ccccn2)c(N)c1CC
  8, 1.0, -1.1, 109, -9, 1, -10, 5, 20
- CN1C(=O)C2(C(C#N)=C(N)N(c3ccc(Cl)cc3)C3=C2C(=O)CC(C)(C)C3)c2ccccc21 (stereo not given)
  -9, -0.9, 1.7, 91, 1, 11, -44, -4, 7
- CC1(C)CC(=O)C2=C(C1)N(c1ccccc1)C(N)=C(C#N)C2c1ccccc1 (stereo not given)
  15, -2.0, -2.7, 117, -4, 0, -16, -1, 8
- CCOc1ccc(/C=N/n2c(C)nnc2C)cc1OC
  7, 0.2, -1.4, 83, -7, x, 1, -5, 16
- O=C(Nc1ccccc1OC(F)F)c1ccccc1
  -2, -2.9, -2.1, 90, 6, 4, 2, 9, -38
- CCOC(=O)c1cccc(NC(=O)CSc2nnc(C3CCCCC3)n2CC)c1
  -6, 0.6, 0.1, 105, 8, 5, -31, 0, 14

# A section from further up, as a working copy:
# Values run as follows: UBC9 SUMO inh, VIM-2 inh, IMP-1 inhibitor, MEKK3 PB1 HTS, pCIP destab, IDE act, FID counter, NS3 helicase inh, PHOSPHO1 block
- Cc1[nH]n(-c2ccccc2)c(=O)c1C(=O)c1ccccc1
  4, -1.7, -3.9, 83, 4, 3, -2, -6, 8
- Cc1ccc(S(=O)(=O)N2CCN(C3CC(=O)N(CCc4ccccc4)C3=O)CC2)cc1C (stereo not given)
  5, -1.0, -2.8, 96, -8, -2, -13, -7, -4
- CC(=O)c1cccc(NS(=O)(=O)c2c(C)n[nH]c2C)c1
  7, -2.5, -3.3, 93, -5, -5, -4, 8, -3

# (listing goes on)
# Values run as follows: UBC9 SUMO inh, VIM-2 inh, IMP-1 inhibitor, MEKK3 PB1 HTS, pCIP destab, IDE act, FID counter, NS3 helicase inh, PHOSPHO1 block
- COC(=O)c1ccc(C2SCC(=O)N2Cc2ccccc2)cc1 (stereo not given)
  -9, -0.2, -2.3, 99, -8, 0, -23, -10, 24
- CC(C)c1onc(C(=O)N2CCOCC2)c1[N+](=O)[O-]
  13, 1.4, 1.2, 75, 14, 2, 1, 0, -1
- C#CCNC(=O)C1=C[C@@H](c2ccc(Br)cc2)[C@H](CCCO)[C@@H](OCC)O1
  9, -1.0, -0.7, 94, 4, -1, -20, -5, 30
- O=C(O)CSCc1ccc(Cl)cc1
  -6, 3.0, -1.8, 103, 7, 1, 4, 10, -6
- COCCN(C(=O)CC(C)(C)C)c1nnc(-c2cccnc2)s1
  -2, -4.0, -0.7, 106, 1, 7, -27, 0, -32
- Cc1cc(NCc2ccc(F)cc2)nc2cc(Cl)ccc12
  4, -2.2, -1.0, 109, -5, 3, 10, -18, 45
- COC(=O)CCC(=O)OC1(C)C(=O)C=C2C=C(C3CC3)N(c3cccc(C#N)c3)C=C2C1=O (stereo not given)
  30, x, x, 95, -14, -2, x, x, 31
- COc1ccc(NC(=O)NCCN2CCN(c3cccc(Cl)c3)CC2)cc1
  -14, -1.9, -1.2, 108, 11, -2, 12, -23, -18
